Screening data: PubChem, Broad Institute
ERAP1 inh – inhibitors of human ERAP1 aminopeptidase; Q9NZ08; recombinant ERAP1, Leu-AMC fluorescence, 60 min; inhibition, % at 10.7 µM; 340,000 tested, 0.15% active; AID 652197;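 active means mean replicate inhibition of at least 30%, or all replicates individually reaching that 30% level; inactive means mean below 30% and not every replicate reaching it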;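 further: 0% = neutral control wells and 100% = L-leucinethiol positive control wells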
Target sequence (Q9NZ08 whole entry, looked up): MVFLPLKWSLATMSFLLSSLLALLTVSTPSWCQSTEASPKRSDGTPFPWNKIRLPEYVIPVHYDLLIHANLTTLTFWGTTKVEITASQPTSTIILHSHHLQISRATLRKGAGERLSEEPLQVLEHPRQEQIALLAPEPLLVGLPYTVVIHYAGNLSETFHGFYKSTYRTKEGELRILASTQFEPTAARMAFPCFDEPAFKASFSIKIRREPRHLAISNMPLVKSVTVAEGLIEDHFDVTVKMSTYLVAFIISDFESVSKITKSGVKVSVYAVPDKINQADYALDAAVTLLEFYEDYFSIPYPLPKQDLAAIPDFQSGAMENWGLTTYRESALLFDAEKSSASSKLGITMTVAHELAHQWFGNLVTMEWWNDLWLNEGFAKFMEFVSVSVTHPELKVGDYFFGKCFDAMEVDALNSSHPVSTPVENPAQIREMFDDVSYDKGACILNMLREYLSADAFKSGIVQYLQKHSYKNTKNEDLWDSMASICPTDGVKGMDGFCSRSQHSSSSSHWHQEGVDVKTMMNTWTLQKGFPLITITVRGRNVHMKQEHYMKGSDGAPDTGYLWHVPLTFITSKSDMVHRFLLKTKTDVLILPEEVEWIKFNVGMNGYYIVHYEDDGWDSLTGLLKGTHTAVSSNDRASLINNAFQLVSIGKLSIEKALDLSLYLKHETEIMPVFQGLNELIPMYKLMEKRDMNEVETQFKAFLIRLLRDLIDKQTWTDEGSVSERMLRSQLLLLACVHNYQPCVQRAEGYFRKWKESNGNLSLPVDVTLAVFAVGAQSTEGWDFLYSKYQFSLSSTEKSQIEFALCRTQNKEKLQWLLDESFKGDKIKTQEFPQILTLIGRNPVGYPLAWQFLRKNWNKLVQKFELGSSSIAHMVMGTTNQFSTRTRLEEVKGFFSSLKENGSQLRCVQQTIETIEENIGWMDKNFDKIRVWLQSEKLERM
RAD52 inh – blocks human RAD52 DNA annealing. P43351. recombinant RAD52 DNA annealing, FRET fluorescence. inhibition, % at 18.7 µM. 360,000 tested, 0.46% active;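 active means every replicate showing at least 50% inhibition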
E-sel inducer – E-selectin induction on HUVECs. HUVEC E-selectin immunofluorescence imaging; normalized: neutral wells 0, TNF-alpha wells 100. activation, % at 7.58 µM. 260,000 tested, 0.37% active. AID 686992;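 active means mean E-selectin-positive cell signal at least 10% of the positive control, reached in at least 60% of replicates, without over 20% cell loss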;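 further: in these data hits start at about 27%; measured in HUVEC primary endothelial cells; signal is the percent of cells scored E-selectin positive by PE staining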
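assay system = HUVEC, human umbilical vein endothelial cells | input = 3,000 HUVEC seeded per well | medium = EGM-2 growth medium on 0.1% gelatin-coated wells | dosing = one compound dose added by pin transfer | signal = immunofluorescence imaging | read-out basis = % PE-positive cells | control set = TNF-alpha, DMSO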
An asterisk follows results filed as active. The list is partial; count on the stated rates, not on these rows.

What do the screens show for `COCCN1Cc2cc(C(=O)OC)c3c(c2C1=O)c1ccccc1n3S(=O)(=O)c1ccc(OC)cc1`?
ERAP1 inh: -4; RAD52 inh: -24; E-sel inducer: -0.2

What do the screens show for `COc1ccc(C(=O)/C=C/C(=O)N(CC(=O)NC2CCCCC2)Cc2ccccc2OC)c(O)c1`?
ERAP1 inh: 0; RAD52 inh: -2; E-sel inducer: -0.3

How did Cc1cccc(C)c1NC(=O)C1(C)CSCC(=O)N1Cc1cccc(C(F)(F)F)c1 (stereo not drawn) do in these assays?
ERAP1 inh: 2; RAD52 inh: -8; E-sel inducer: 0.3

How did COc1ccc2c(c1)[C@@H](NC(=O)C(F)(F)F)[C@@H]1CCCC[C@]21c1ccccc1 do in these assays?
ERAP1 inh: -2; RAD52 inh: -4; E-sel inducer: -0.2

How did O=C(O)c1nc2nc(Cl)c(Cl)nc2[nH]1 do in these assays?
ERAP1 inh: -5; RAD52 inh: -11; E-sel inducer: 1.0

What do the screens show for `COc1ccc(C(C(=O)NC2CCCC2)n2c(C3CCN(C(C)=O)CC3)nc3ccccc32)cc1` (stereo not drawn)?
ERAP1 inh: -4; RAD52 inh: 7; E-sel inducer: -0.1

What do the screens show for `Cc1ccccc1OCC(O)CN1CCC(C)CC1` (stereo not drawn)?
ERAP1 inh: 1; RAD52 inh: -1; E-sel inducer: 1.9

How did O=C(O)CSCC(=O)NCc1cccc(C(F)(F)F)c1 do in these assays?
ERAP1 inh: 2; RAD52 inh: -10; E-sel inducer: 1.6

Results for CC1CCCN(C(=S)Nc2ccc3nc4n(c(=O)c3c2)CCCCC4)C1 (stereo not drawn) ?
ERAP1 inh: 1; RAD52 inh: -12; E-sel inducer: 22

How did COc1cc(/C=C(\C#N)c2nc(-c3cc4ccccc4oc3=O)cs2)ccc1O do in these assays?
ERAP1 inh: 0; RAD52 inh: -177; E-sel inducer: 0.0

Results for Cc1cccc(NC(=S)N2CCC(c3nc4ccccc4o3)CC2)c1 ?
ERAP1 inh: -13; RAD52 inh: -28; E-sel inducer: 11

What do the screens show for `CC(C)N1C(=O)c2ccccc2NC(=O)C1C(=O)NCc1cccc(C(F)(F)F)c1` (stereo not drawn)?
ERAP1 inh: 6; RAD52 inh: -4; E-sel inducer: -0.1

How did Nc1nn2c(-c3ccccc3)cc(=O)[nH]c2c1N=Nc1ccc(Br)cc1 do in these assays?
ERAP1 inh: -3; RAD52 inh: -13; E-sel inducer: 0.0

Results for O=C(CN1C(=O)NC2(CCCC2)C1=O)OCCOc1ccccc1Cl ?
ERAP1 inh: 0; RAD52 inh: -11; E-sel inducer: -0.9

What do the screens show for `COC(=O)Cc1nnn2c1[C@H](C)[C@H](c1ccccc1[N+](=O)[O-])OCC2`?
ERAP1 inh: -2; RAD52 inh: -12; E-sel inducer: -0.2

What do the screens show for `COc1ccc2c3c(n(C)c2c1)[C@H](CO)N(C(=O)Cc1ccccc1)CC31CCN(C(=O)Cc2ccccc2)CC1`?
ERAP1 inh: -2; RAD52 inh: -13; E-sel inducer: -0.2

What do the screens show for `COc1ccc(/C=C/C(=O)OCC(=O)c2c(C)[nH]c3ccccc23)cc1OC`?
ERAP1 inh: -3; RAD52 inh: -11; E-sel inducer: 0.0

Results for COc1ccc(NC(=O)Cn2cc(S(=O)(=O)Cc3ccccc3)c3ccccc32)c(OC)c1 ?
ERAP1 inh: 2; RAD52 inh: 8; E-sel inducer: -1.5

What do the screens show for `CC(C)C(=O)Nc1cccc(C(=O)Nc2cc([N+](=O)[O-])ccc2Cl)c1`?
ERAP1 inh: -1; RAD52 inh: 0; E-sel inducer: -0.1

Results for COc1ccc(CCN(C)C(=O)CNC(=O)c2ccccc2F)cc1OC ?
ERAP1 inh: -1; RAD52 inh: 4; E-sel inducer: 1.2

Results for COc1ccc(CCNC(=O)c2ccc([N+](=O)[O-])cc2)cc1 ?
ERAP1 inh: 2; RAD52 inh: -49; E-sel inducer: 5.8

How did CCn1ccnc1CNCc1cn(-c2cc(C)ccc2C)nc1-c1ccccc1 do in these assays?
ERAP1 inh: -2; RAD52 inh: -9; E-sel inducer: 0.0

What do the screens show for `S=C1NC[C@H](Cc2ccccc2)N1CC1CCN(CCCC2CCCCC2)CC1`?
ERAP1 inh: -3; RAD52 inh: -29; E-sel inducer: 0.0

Results for COC(=O)[C@]12CCCCC=C1N(Cc1cccc3ccccc13)C(=O)[C@H](CC(=O)NCCc1ccccc1OC)C2 ?
ERAP1 inh: -2; RAD52 inh: -13; E-sel inducer: 0.2

How did CCC1(C)COC(C)(CC(=O)NNC(=O)Nc2ccccc2)OC1 (stereo not drawn) do in these assays?
ERAP1 inh: 12; RAD52 inh: 3; E-sel inducer: 0.0

What do the screens show for `CCNC(=S)N/N=C(\C)c1cccc(C(F)(F)F)c1`?
ERAP1 inh: -3; RAD52 inh: 1; E-sel inducer: -3.3

How did COC(=O)c1sccc1-n1cc(C#N)c(=O)n(C)c1=O do in these assays?
ERAP1 inh: 4; RAD52 inh: -5; E-sel inducer: -0.1

Results for CCCCNC(=O)COC(=O)c1ccc(N(C)C)cc1 ?
ERAP1 inh: 0; RAD52 inh: 16; E-sel inducer: -0.8

What do the screens show for `O=C(Nc1cccnc1)c1cccc(S(=O)(=O)N2CCCC2)c1`?
ERAP1 inh: -2; RAD52 inh: -4; E-sel inducer: 0.3

How did CC1CN(CCn2cnc3c(N)ncnc32)CC(C)O1 (stereo not drawn) do in these assays?
ERAP1 inh: 0; RAD52 inh: -16; E-sel inducer: -0.2

What do the screens show for `O=C(/C=C/Nc1ccc(F)c(F)c1)c1ccc(Br)cc1`?
ERAP1 inh: -1; RAD52 inh: -25; E-sel inducer: -0.2

What do the screens show for `CC(=NNC(N)=O)C1CC2CCC1CC2` (stereo not drawn)?
ERAP1 inh: -6; RAD52 inh: -10; E-sel inducer: 0.3

Results for CC(=C/c1ccco1)/C=N/NC(=O)CSc1nnc(SCc2ccc(C)cc2)s1 ?
ERAP1 inh: 2; RAD52 inh: -10; E-sel inducer: 0.2

Results for CCc1nc2ccccc2c(=O)n1NC(=O)c1c(O)c2ccccc2n(CC)c1=O ?
ERAP1 inh: 5; RAD52 inh: 2; E-sel inducer: -2.3

How did O=C(COC(=O)c1ccc(F)c(S(=O)(=O)N2CCOCC2)c1)c1ccc(Br)cc1 do in these assays?
ERAP1 inh: -1; RAD52 inh: -7; E-sel inducer: -0.3

How did CCNC(=O)COC(=O)CCC(=O)c1cccs1 do in these assays?
ERAP1 inh: 0; RAD52 inh: -17; E-sel inducer: 1.6

How did Cc1cccc2c(=O)cc(C(F)(F)F)[nH]c12 do in these assays?
ERAP1 inh: 4; RAD52 inh: -10; E-sel inducer: 0.2

Results for O=C(Nc1ccccn1)C(F)(F)C(F)(F)C(F)(F)C(F)(F)C(=O)Nc1ccccn1 ?
ERAP1 inh: -2; RAD52 inh: -9; E-sel inducer: -0.4

What do the screens show for `Cc1ccc(C(=O)NNC(=O)CSc2nnc(CNc3ccc(F)cc3)n2C)cc1`?
ERAP1 inh: 1; RAD52 inh: -3; E-sel inducer: 236*

What do the screens show for `O=C(/C=C/c1ccco1)NC(=S)Nc1cc(-c2nc3ccccc3s2)ccc1Cl`?
ERAP1 inh: 3; RAD52 inh: -21; E-sel inducer: 1.9

What do the screens show for `COc1ccc(/C=N/NC(=O)c2ccc(=O)[nH]n2)cc1OC`?
ERAP1 inh: 1; RAD52 inh: -1; E-sel inducer: -0.1

How did O=C(Cc1c[nH]c2ccccc12)Nc1ccc(Nc2cccnc2)c(-c2cc(F)cc(F)c2)c1 do in these assays?
ERAP1 inh: -3; RAD52 inh: -48; E-sel inducer: 0.7

How did Nc1[nH]c(C(=O)c2ccc(Br)cc2)c(-c2ccccn2)c1C(=O)NCCc1c[nH]c2ccccc12 do in these assays?
ERAP1 inh: 2; RAD52 inh: 2; E-sel inducer: -0.1

How did COc1ccc(C(N)=S)c(OC)c1 do in these assays?
ERAP1 inh: 2; RAD52 inh: 74*; E-sel inducer: 0.4

What do the screens show for `CCOC1=NS(=O)(=O)c2ccccc21`?
ERAP1 inh: 0; RAD52 inh: -7; E-sel inducer: -2.8

Results for C/C(=N/NC(=O)c1ccc2nc[nH]c2c1)c1cccs1 ?
ERAP1 inh: 2; RAD52 inh: 5; E-sel inducer: 0.2

What do the screens show for `COc1ccc(C(C)=O)cc1COC(=O)CSC(C)C(=O)Nc1cc(C)on1` (stereo not drawn)?
ERAP1 inh: 0; RAD52 inh: -9; E-sel inducer: -1.4

Results for COc1ccc(C2CC(c3ccccc3)=NN2c2ccc(S(N)(=O)=O)cc2)cc1 (stereo not drawn) ?
ERAP1 inh: -4; RAD52 inh: 6; E-sel inducer: 0.3

How did COc1cc(N2C(=O)c3ccccc3C2=O)c(Cl)cc1C(=O)OCC(=O)N(C)C do in these assays?
ERAP1 inh: -1; RAD52 inh: -4; E-sel inducer: 3.5

What do the screens show for `COc1cccc(CN(C)C(=O)c2ccc(NC(=O)CC3SC(N4CCCC4)=NC3=O)cc2)c1OC` (stereo not drawn)?
ERAP1 inh: -3; RAD52 inh: -7; E-sel inducer: 0.4

What do the screens show for `COCC(=O)NC1CCCCCC1`?
ERAP1 inh: -1; RAD52 inh: -3; E-sel inducer: 0.1

What do the screens show for `Cc1ccc(C2(SCC(N)C(=O)O)c3ccccc3-c3ccccc32)cc1` (stereo not drawn)?
ERAP1 inh: 3; RAD52 inh: -29; E-sel inducer: 1.9

Results for O=S1(=O)N[C@@H](Cc2ccccc2)COc2cccc(NCCO)c21 ?
ERAP1 inh: -7; RAD52 inh: 3; E-sel inducer: 0.1

How did COc1ccc(-c2ccc(C3[C@H]4CNC[C@@H]3N4Cc3cncnc3)cc2)cc1 (stereo partly drawn) do in these assays?
ERAP1 inh: -1; RAD52 inh: 12; E-sel inducer: 0.0

How did COC(=O)C[C@H]1C=C[C@H](NC(=O)Nc2ccccc2OC)[C@@H](CO)O1 do in these assays?
ERAP1 inh: 1; RAD52 inh: -15; E-sel inducer: -0.2

Results for CCN1C(=O)C(O)(CC(=O)c2c(C)coc2C)c2ccccc21 (stereo not drawn) ?
ERAP1 inh: 0; RAD52 inh: -3; E-sel inducer: -0.1

Results for CCOC(=O)Cc1csc(NC(=O)c2ccc(C)cc2)n1 ?
ERAP1 inh: -3; RAD52 inh: -12; E-sel inducer: 7.4

What do the screens show for `CN(C)CC/C=C1\c2cc(Cl)ccc2Sc2cc(F)c(F)cc21`?
ERAP1 inh: 14; RAD52 inh: 62*; E-sel inducer: 2.6

How did N#Cc1ccc(C(C(=O)Nc2ccc3c(c2)OCCO3)n2c(=O)c(-c3ccco3)nc3ccccc32)cc1 (stereo not drawn) do in these assays?
ERAP1 inh: -3; RAD52 inh: -17; E-sel inducer: -0.1

Results for CC(=O)C1=C(C)NC(SCc2ccc(C#N)cc2)=C(C#N)C1c1ccco1 (stereo not drawn) ?
ERAP1 inh: 11; RAD52 inh: 1; E-sel inducer: 1.2

What do the screens show for `C=C(C)CSc1nc2sc3c(c2c(=O)n1-c1ccccc1)CCN(C)C3`?
ERAP1 inh: 1; RAD52 inh: -8; E-sel inducer: -0.3

How did O=S(=O)(Nc1ccc(Cl)cn1)c1ccc(Cl)cc1 do in these assays?
ERAP1 inh: -7; RAD52 inh: -7; E-sel inducer: -0.1

What do the screens show for `CCN1CCN(c2cc(C)c3cc(NC(=S)N4CCCC4)ccc3n2)CC1`?
ERAP1 inh: -2; RAD52 inh: 25; E-sel inducer: 0.1

How did Cc1cccc(OC(=O)c2ccncc2)c1C do in these assays?
ERAP1 inh: 3; RAD52 inh: -24; E-sel inducer: 2.3

Compounds shown so far that have a Cl atom, in the order listed:
How did O=C(O)c1nc2nc(Cl)c(Cl)nc2[nH]1 do in these assays?
ERAP1 inh: -5; RAD52 inh: -11; E-sel inducer: 1.0

Results for O=C(CN1C(=O)NC2(CCCC2)C1=O)OCCOc1ccccc1Cl ?
ERAP1 inh: 0; RAD52 inh: -11; E-sel inducer: -0.9

What do the screens show for `CC(C)C(=O)Nc1cccc(C(=O)Nc2cc([N+](=O)[O-])ccc2Cl)c1`?
ERAP1 inh: -1; RAD52 inh: 0; E-sel inducer: -0.1

What do the screens show for `O=C(/C=C/c1ccco1)NC(=S)Nc1cc(-c2nc3ccccc3s2)ccc1Cl`?
ERAP1 inh: 3; RAD52 inh: -21; E-sel inducer: 1.9

How did COc1cc(N2C(=O)c3ccccc3C2=O)c(Cl)cc1C(=O)OCC(=O)N(C)C do in these assays?
ERAP1 inh: -1; RAD52 inh: -4; E-sel inducer: 3.5

What do the screens show for `CN(C)CC/C=C1\c2cc(Cl)ccc2Sc2cc(F)c(F)cc21`?
ERAP1 inh: 14; RAD52 inh: 62*; E-sel inducer: 2.6

How did O=S(=O)(Nc1ccc(Cl)cn1)c1ccc(Cl)cc1 do in these assays?
ERAP1 inh: -7; RAD52 inh: -7; E-sel inducer: -0.1
